Compound activity from PubChem BioAssay.
ERAP1 inh: ERAP1 (human) enzyme inhibition; inhibition, % at 10.7 µM; recombinant ERAP1, Leu-AMC fluorescence, 60 min; 340,000 tested, 0.15% active; Q9NZ08;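 active means mean replicate inhibition of at least 30%, or all replicates individually reaching that 30% level; inactive means mean below 30% and not every replicate reaching it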;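 further: 0% = neutral control wells and 100% = L-leucinethiol positive control wells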
PGC1a acetyl inh: PGC1a acetylation modulation, inhibitor mode. U2OS PGC1a acetylation, AlphaScreen anti-acetyl-lysine; with virally co-expressed GCN5 acetyltransferase. inhibition, % at 15.6 µM. 350,000 tested, 0.17% active. AID 651687;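 active means every replicate shows inhibition of at least 40%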;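 further: 0% = neutral control wells and 100% = positive control wells; some results beyond the cut were filed as inactive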
E-sel inducer: E-selectin induction on HUVECs; 260,000 tested, 0.37% active; HUVEC E-selectin immunofluorescence imaging; normalized: neutral wells 0, TNF-alpha wells 100; activation, % at 7.58 µM;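 active means mean E-selectin-positive cell signal at least 10% of the positive control, reached in at least 60% of replicates, without over 20% cell loss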;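 further: in these data hits start at about 27%; measured in HUVEC primary endothelial cells; signal is the percent of cells scored E-selectin positive by PE staining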
Target sequence (P16581 whole entry, looked up): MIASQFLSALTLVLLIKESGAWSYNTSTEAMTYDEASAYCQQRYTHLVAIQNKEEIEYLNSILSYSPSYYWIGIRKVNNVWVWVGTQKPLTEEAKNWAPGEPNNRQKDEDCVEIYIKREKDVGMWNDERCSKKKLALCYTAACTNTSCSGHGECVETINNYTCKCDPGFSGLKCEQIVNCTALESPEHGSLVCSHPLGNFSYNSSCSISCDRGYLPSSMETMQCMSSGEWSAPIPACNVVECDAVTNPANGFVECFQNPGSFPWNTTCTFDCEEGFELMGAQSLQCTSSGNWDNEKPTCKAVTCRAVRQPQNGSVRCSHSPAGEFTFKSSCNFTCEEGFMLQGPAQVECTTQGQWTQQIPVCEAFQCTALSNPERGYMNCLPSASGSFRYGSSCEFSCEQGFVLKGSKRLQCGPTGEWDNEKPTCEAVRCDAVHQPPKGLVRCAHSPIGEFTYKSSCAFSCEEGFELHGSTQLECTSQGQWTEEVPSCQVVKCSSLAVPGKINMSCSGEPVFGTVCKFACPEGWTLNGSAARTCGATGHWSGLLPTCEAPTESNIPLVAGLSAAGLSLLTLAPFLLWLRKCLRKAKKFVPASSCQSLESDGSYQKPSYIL
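Test system: HUVEC; input: 3,000 HUVEC/well; measured by: immunofluorescence imaging; read-out: % PE-positive cells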
RAD52 anneal inh: inhibitors of human RAD52 DNA annealing; P43351; recombinant RAD52 DNA annealing, FRET fluorescence; inhibition, % at 18.7 µM; 360,000 tested, 0.46% active;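 active means every replicate showing at least 50% inhibition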
Target sequence (P43351 whole entry, looked up): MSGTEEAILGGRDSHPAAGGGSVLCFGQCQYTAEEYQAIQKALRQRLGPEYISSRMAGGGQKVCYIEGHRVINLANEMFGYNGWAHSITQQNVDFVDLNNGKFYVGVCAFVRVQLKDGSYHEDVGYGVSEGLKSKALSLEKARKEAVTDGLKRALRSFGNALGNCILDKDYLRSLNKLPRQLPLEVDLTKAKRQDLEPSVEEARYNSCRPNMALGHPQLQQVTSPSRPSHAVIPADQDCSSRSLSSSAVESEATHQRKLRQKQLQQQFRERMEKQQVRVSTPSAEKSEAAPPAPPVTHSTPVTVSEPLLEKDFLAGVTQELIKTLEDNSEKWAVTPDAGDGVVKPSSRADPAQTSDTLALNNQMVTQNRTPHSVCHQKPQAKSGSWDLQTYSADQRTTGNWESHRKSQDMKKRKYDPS
miR122 inh: miR-122 inhibition in Huh7 cells. Huh7 miR-122 Renilla luciferase sensor, 48 h; neutral wells = 0, positive control = 100. activation (reporter increase), % at 12.5 µM. 340,000 tested, 0.3% active;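 active means mean replicate activation score at least 90 and every replicate individually at or above 90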;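 further: higher luciferase means less miR-122 activity so hits act as miR-122 inhibitors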
RAD54 inh: RAD54 (human) branch migration inhibition. Q92698. 360,000 tested, 0.14% active. RAD54 Holliday junction branch migration, FAM/BHQ fluorescence. inhibition, % at 10.4 µM;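 active means mean normalized replicate activity at least 40 and at least half of replicates scoring 40 or more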;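 further: 0% = median of neutral control wells and 100% = median of positive control wells; inhibitors cause a drop in the FAM fluorescence signal; in these data hits start at about 50%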
Cneo AK release: Cryptococcus neoformans lysis via adenylate kinase release; C. neoformans lysis, adenylate kinase release luminescence, 4 h; normalised: neutral wells 0, clomiphene wells 100; lysis activity, % at 15 µM; 360,000 tested, 0.2% active; AID 651654;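 active means mean lysis activity across replicates of at least 80%, whatever share of replicates individually reach that level; inactive means mean lysis activity below 80%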
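Schedule: static 4 h at 37 °C with compound, 1 h detection; system: C. neoformans cells; benchmarks: Clomiphene as positive control; buffer or medium: fresh YPD medium; measure: luminescence rise reflecting yeast cell lysis; measured by: luminescent adenylate kinase detection reagent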
PglD inh: inhibitors of Campylobacter jejuni PglD acetyltransferase; purified PglD enzyme, DTNB colorimetric CoA detection; inhibition, % at 12.5 µM; 360,000 tested, 0.098% active; in the data active means inhibition above about 16%, passing the limit was not always enough; further: strong numbers were not always called active
The depositor's hits bear a star; . = not tested or not shown; & = joins results of further samples; [ ] = dose if it differs, or a comment.

SMILES | ERAP1 inh | PGC1a acetyl inh | E-sel inducer | RAD52 anneal inh | miR122 inh | RAD54 inh | Cneo AK release | PglD inh
O=C(NCCN1CCOCC1)c1cccc2c1C(=O)c1ccc(N3CCCC3)cc1S2(=O)=O | 6 | -8 | 0.3 | -342 | -2 | -21 | -7 | -2
CN(CC(=O)NCCN1CCOCC1)S(=O)(=O)c1ccc(Cl)cc1 | -4 | -2 | -0.1 | -3 | 0 | -4 | 1 | -1
ClCc1csc(-c2ccccc2Cl)n1 | 0 | 1 | 2.3 | -7 | -6 | -3 | 3 | -2
COc1ccc(-c2csc(C(NC(C)=O)c3cccc(F)c3)n2)cc1 (stereo not given) | -2 | 6 | 0.2 | -24 | 1 | -5 | -1 | 5
CCCCCCSc1ccc([C@H]2N[C@@](C)(C(=O)OC)[C@H]3C(=O)N(C)C(=O)[C@@H]23)cc1 | 0&-4 | -21 | . | -12&-36 | -15 | 3 | 0 | 1
Cc1ccc(/C=C/c2onc(C)c2S(=O)(=O)N2CCC(C(=O)N3CCN(C)CC3)CC2)cc1 | 2 | . | . | 1 | . | 2 | 5 | 5
O=S(=O)(Nc1cccc(S(=O)(=O)N2CCCC2)c1)c1cccc(Br)c1 | 1 | . | . | -16 | . | 7 | -3 | 3
C[C@@H]1CN([C@@H](C)CO)S(=O)(=O)c2ccc(C#CC(C)(C)O)cc2O[C@@H]1CN(C)Cc1ccccc1 | -1 | -9 | 0.8 | -1 | 1[16.7 µM] | -4 | 3 | -1
N#C[C@H]1[C@@H](c2ccc(C#CC3CCCCC3)cc2)[C@@H](CO)N1S(=O)(=O)c1ccccc1 | -2 | 3 | 1.8 | -52 | . | -25 | -1 | -1
Cn1cnc(S(=O)(=O)N2[C@@H]3CNC[C@H]2C3c2ccc(/C=C/c3ccccc3)cc2)c1 (stereo not given in full) | 1&1 | 5 | 0.1&0.2 | 43&21 | . | . | . | .
CC(C)CN(C(=O)COC(=O)CNC(=O)c1ccccc1F)c1c(N)n(Cc2ccccc2)c(=O)[nH]c1=O | 3 | 0 | 9.2 | -21 | . | 5 | 0 | -5
O=C(CSc1nnc(NC(=O)c2cccc(Cl)c2)s1)NCC1CCCO1 (stereo not given) | 2 | -6 | -0.2 | -4 | 3 | -19 | -2 | -1
CCOC(=O)C1CCCN(S(=O)(=O)c2cn(C)c(=O)n(C)c2=O)C1 (stereo not given) | 2 | -3 | . | 3 | 1 | -4 | 2 | -4
Cc1c(=O)n(OCc2ccccc2F)c2ccccc2[n+]1[O-] | . | -16 | . | . | 2 | -6 | -1 | 4
C[C@@H]1CN([C@H](C)CO)C(=O)Cc2cc(NC(=O)Nc3cccc4ccccc34)ccc2O[C@@H]1CN(C)S(C)(=O)=O | -1 | 2 | -1.6 | -12 | -9[16.7 µM] | 1 | -4 | 1
Cc1ccc(OCCNS(=O)(=O)c2ccc(N3CCCC3=O)cc2)cc1C | -7 | -16 | . | 2 | 5 | 4 | -1 | -1
O=S(=O)(c1cccc2nonc12)N1CCN(c2cccc(Cl)c2)CC1 | . | -16 | . | . | -3 | -13 | -3 | 7
Cn1c(CN2CCOCC2)nnc1SCC(=O)Nc1cccc(C(F)(F)F)c1 | 4 | . | -0.2 | -10 | . | 0 | -1 | 4
CCC(C)[C@H]1CN=C(N)N1CCc1cccc(F)c1 (stereo not given in full) | . | -2 | 0.0 | . | -3 | 8 | -1 | -6
Cc1ccc(/C=C(\C#N)C(=O)NC(C)C)o1 | 0 | 7 | 0.0 | -23 | -4 | 0 | 0 | 2
COc1cc2c(C(=O)NCCN(C)C)cn(CC(C)C)c(=O)c2cc1OC | 0 | 7 | -5.9 | 1 | 0 | 0 | -1 | -1
Nc1c(C(=O)OCC(=O)Nc2ccc(OC(F)F)cc2)[nH]c(=O)[nH]c1=O | -1 | 2 | . | -5 | 0 | 0 | 1 | 2
O=[N+]([O-])c1ccc(NCCNc2ccc([N+](=O)[O-])cc2)cc1 | -3 | -5 | -0.1 | -11 | -1 | . | . | .
CC(C)CC(=O)Nc1nnc(S(=O)(=O)N2CCCCCC2)s1 | 0 | 5 | . | 3 | . | 5 | -2 | -6
C[C@@H]1CN([C@@H](C)CO)C(=O)c2cc(NS(=O)(=O)c3ccccc3)ccc2O[C@@H](C)CCCCO[C@H]1CN(C)C(=O)Nc1cccc2ccccc12 | 3 | -33 | . | -6 | -6[16.7 µM] | -12 | 1 | 2

(cont.)
SMILES | ERAP1 inh | PGC1a acetyl inh | E-sel inducer | RAD52 anneal inh | miR122 inh | RAD54 inh | Cneo AK release | PglD inh
COc1cc(-c2nnc(SCC3(c4ccc(Br)cc4)OCCO3)o2)cc(OC)c1OC | . | 8 | . | . | -4 | 11 | 2 | 2
CCCN1CCN(C2CCCCC2NS(=O)(=O)c2ccccc2)CC1 (stereo not given) | 1 | -16 | . | -2 | 15 | 14 | 13 | 6
CC(=O)N/C(=C\c1ccccc1)C(=O)OCc1ccccc1 | 2 | -5 | -0.2 | -3 | 3 | 6 | 0 | -4
CC(C)(C)OC(=O)CC[C@@H](C(=O)N1CCN(C(=O)OC(C)(C)C)CC1)n1cc(C(CO)NC(=O)OC(C)(C)C)nn1 (stereo not given in full) | 5 | -14 | 0.8 | -2 | 79 | 3 | -1 | -1
CCNc1ccc(C(=O)OCC(=O)N(Cc2ccccc2)C(C)(C)C)cc1[N+](=O)[O-] | -1 | -2 | . | -57 | 8 | . | . | .
CC12CCC(=O)N1C(C(=O)Nc1nc(-c3ccc(F)c(F)c3)cs1)CS2 (stereo not given) | 3 | -4 | 1.0 | -16 | 0 | . | . | .
Cc1ccc(S(=O)(=O)Cn2nnnc2CN2CCOCC2)cc1 | 1 | 2 | . | -1 | . | -15 | 0 | 3
COC(=O)CCC(=O)NC1CC(C)(C)Cc2c1cnn2-c1ccccc1 (stereo not given) | -1 | -4 | . | 4 | 0 | -4 | -1 | 3
O=C(Cc1ccccc1)NN1C(=O)C2C3C=CC(C3)C2C1=O (stereo not given) | . | -11 | . | . | -5 | -5 | -4 | -1
O=C(O)c1ccc2c(c1)ncn2C1CCCCC1 | . | 7 | . | . | -1 | -5 | -2 | 2
C[C@H](NC(=O)c1ccco1)C(=O)Nc1ccc(S(=O)(=O)N2CCCC2)cc1 | . | -27 | . | . | -5 | 4 | 2 | -4
CN1CCN(S(=O)(=O)c2ccc(NC(=O)C3CCCCC3)cc2)CC1 | . | -8 | . | . | 8 | -1 | -1 | 0
O=C(Nc1ccc2c(c1)[C@H]1C[C@H](CC(=O)N3CCOCC3)O[C@@H](CO)[C@H]1O2)NC1CCCC1 | -1 | -2 | -0.1 | 9 | 0[16.7 µM] | -4 | -9 | 3
O=C(Cc1sc(-c2ccccc2Cl)nc1-c1ccccc1)Nc1ccccc1 | . | -5 | . | . | 5 | -7 | -1 | 11
CN(C)C(=O)[C@@H]1[C@@H](CO)[C@@H]2Cn3c(ccc(-c4ccncc4)c3=O)[C@@H]2N1Cc1ccccc1 | 0 | . | -0.1 | -30 | . | -8 | -4 | -2
O=C(Nc1ccc(Br)cc1F)c1ccc2c(c1)OCCO2 | -7 | -3 | . | -7 | -3 | 1 | -10 | -2
N=c1oc2ccccc2cc1C(=O)Nc1ccccc1 | 4 | . | 0.6 | -17 | . | -8 | -1 | 2
CC(C)C#Cc1ccc([C@H]2[C@H](CO)N3C(=O)CN(C(=O)c4ccc5c(c4)OCO5)C[C@@H]23)cc1 | -1 | 16 | 0.0 | -8 | . | . | . | .
COC(=O)c1cc(C(=O)NC(C)(C)CC(C)(C)C)cc([N+](=O)[O-])c1 | 0 | -8 | 0.0 | -3 | . | . | . | .
COc1ccccc1-c1nnc(SC(C)C(=O)NCC2CCCO2)n1C (stereo not given) | 2 | -4 | -2.1 | -3 | -12 | 10 | 2 | 6
O=S(=O)(/N=C(/c1ccccc1)N1CCOCC1)c1ccc(F)cc1F | 1 | 1 | -0.1 | 2 | -13 | -5 | 1 | 0
O=S(=O)(NCc1ccccc1)c1ccccc1NCCc1ccccc1 | -1 | -7 | -0.1 | -1 | 32 | -1 | 4 | 2
COc1cccc(CN2CCC2(C)C(=O)Nc2cccc(NS(C)(=O)=O)c2)c1OC (stereo not given) | -2 | 0 | -0.4 | -7 | -6 | 1 | 0 | 0
CC(OC(=O)c1ccccn1)C(=O)Nc1nc(-c2ccc(F)c(F)c2)cs1 (stereo not given) | 2 | -4 | -0.1 | -12 | -8 | -3 | 0 | -2
CC(C)C[C@H](NC(=O)N1CCN(c2ccccc2)CC1)C(=O)O | -1 | -5 | . | -9 | . | 10 | 2 | -4

Pulled by compound from the list above, four records:
SMILES | ERAP1 inh | PGC1a acetyl inh | E-sel inducer | RAD52 anneal inh | miR122 inh | RAD54 inh | Cneo AK release | PglD inh
CC(C)CC(=O)Nc1nnc(S(=O)(=O)N2CCCCCC2)s1 | 0 | 5 | . | 3 | . | 5 | -2 | -6
CC(C)CN(C(=O)COC(=O)CNC(=O)c1ccccc1F)c1c(N)n(Cc2ccccc2)c(=O)[nH]c1=O | 3 | 0 | 9.2 | -21 | . | 5 | 0 | -5
COc1cc(-c2nnc(SCC3(c4ccc(Br)cc4)OCCO3)o2)cc(OC)c1OC | . | 8 | . | . | -4 | 11 | 2 | 2
COC(=O)CCC(=O)NC1CC(C)(C)Cc2c1cnn2-c1ccccc1 (stereo not given) | -1 | -4 | . | 4 | 0 | -4 | -1 | 3

Copied from the entries so far (6 entries):
SMILES | ERAP1 inh | PGC1a acetyl inh | E-sel inducer | RAD52 anneal inh | miR122 inh | RAD54 inh | Cneo AK release | PglD inh
O=C(NCCN1CCOCC1)c1cccc2c1C(=O)c1ccc(N3CCCC3)cc1S2(=O)=O | 6 | -8 | 0.3 | -342 | -2 | -21 | -7 | -2
CN(CC(=O)NCCN1CCOCC1)S(=O)(=O)c1ccc(Cl)cc1 | -4 | -2 | -0.1 | -3 | 0 | -4 | 1 | -1
ClCc1csc(-c2ccccc2Cl)n1 | 0 | 1 | 2.3 | -7 | -6 | -3 | 3 | -2
COc1ccc(-c2csc(C(NC(C)=O)c3cccc(F)c3)n2)cc1 (stereo not given) | -2 | 6 | 0.2 | -24 | 1 | -5 | -1 | 5
CCCCCCSc1ccc([C@H]2N[C@@](C)(C(=O)OC)[C@H]3C(=O)N(C)C(=O)[C@@H]23)cc1 | 0&-4 | -21 | . | -12&-36 | -15 | 3 | 0 | 1
Cc1ccc(/C=C/c2onc(C)c2S(=O)(=O)N2CCC(C(=O)N3CCN(C)CC3)CC2)cc1 | 2 | . | . | 1 | . | 2 | 5 | 5

The listing continues.
SMILES | ERAP1 inh | PGC1a acetyl inh | E-sel inducer | RAD52 anneal inh | miR122 inh | RAD54 inh | Cneo AK release | PglD inh
C=CCn1c(SCc2cccnc2)nnc1-c1ccncc1 | . | . | . | . | 1 | -3 | 1 | -2
O=C(CSc1ncccn1)Nn1cnnc1 | . | -1 | . | . | . | -9 | 4 | -2
O=C(Nc1ccccc1)Nc1nnc(-c2ccccc2)o1 | . | 0 | . | . | -3 | 0 | -1 | 7
O=C(N/N=C/c1ccco1)c1cc(=O)[nH]c2ccccc12 | 6 | -3 | . | -4 | -2 | . | . | .
CC(C)c1nc2oc3c(=O)[nH]cnc3c2c2c1COC(C)(C)C2 | 2 | 6 | -0.1 | 4 | -10 | 16 | -2 | -1
O=C(C1CCOCC1)N1CC(=O)N2[C@H](CO)[C@H](c3ccc(C#CC4CCCCC4)cc3)[C@H]2C1 | 0 | 5 | 0.0 | 8 | . | . | . | .
C/C(N)=C(/C#N)C(=O)COC(=O)CCS(=O)(=O)c1ccccc1 | . | 2 | . | . | -17 | 14 | -1 | 1
